KDM5B inh: blocks human KDM5B histone demethylase activity | KDM5B demethylase, FDH-coupled NADH fluorescence (FDH is formaldehyde dehydrogenase) | Potency, µM (top dose mostly 57.7 µM), for inactives: top-dose activity change, negative = inhibition, usual class: inhibitors | AID 1347165 | hit rate 2.6% among 220,000; active = well fitted inhibition curve with a large enough effect; inconclusive = small, poorly fitted or top-dose-only effect; inactive = no such curve, though single readings can be large or run the other way; also: 0% is about no effect; nearly all actives have a fitted effect of over 70% in size
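Coupled FDH/NAD⁺ fluorescence readout. KDM5BΔAP 200 nM final; compound titration, 10 min RT preincubation; substrate mix 12.5 µM H3K4me3, 25 µM 2-OG, 50 µM Fe(II), 100 µM ascorbate, 0.25 mM NAD⁺, 0.25 U/mL FDH; ΔRFU over 30 min.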
The depositor's hits bear a star; i = inactive; ? = inconclusive; [ ] = remark or other dose. Potency is read from the fitted curve at half-maximal effect. Not all compounds are listed. The share of hits here may be higher or lower than overall.

KDM5B inh	SMILES
-27%	CCCN(Cc1cccs1)C(=O)Nc1cc(C)cc(C)c1
-13%	CN(C)C(=O)c1n[nH]c2c1CN(C(=O)c1cccc(Br)c1)CC2
-6%	COC(=O)c1ccc(NC(=O)Cn2cccc2-c2nc(-c3ccc(C)cc3)no2)cc1
-23%[86.2 µM]	COc1cccc(CC(=O)N2CCCn3nc(C)c(-c4ccccc4C(C)C)c32)c1
-10%	NC1=C(S(=O)(=O)c2ccccc2)C(c2ccccc2)C(S(=O)(=O)c2ccccc2)=c2s/c(=C/c3ccccc3)c(=O)n21 (stereo not drawn)
-10%	Cc1ccc(CS(=O)Cc2ccc(C(=O)NCc3ccccc3Cl)o2)cc1 (stereo not drawn)
-10%	Cc1ccc2nc(NCc3ccccc3)c3nncn3c2c1
-5%	COc1ccccc1N1CCN(C(=O)C2CCN(S(=O)(=O)c3cnc[nH]3)CC2)CC1
10%	Cc1ccc(NC(=O)CN2CCN(Cc3ccccc3)CC2)cc1F
-3%	Cc1ccc(OCc2nnc(SCC(=O)O)n2-c2ccccc2)cc1
?	COCC(=O)n1nc(NCc2cccc(Cl)c2)nc1NCc1cccc(Cl)c1
17%	Cc1ccc(C)c(NC(=O)C(C)SC(c2ccc(F)cc2)c2ccc(F)cc2)c1 (stereo not drawn)
-21%	CCCCOc1ccc(C(=O)N2CCC[C@H]2c2nc(-c3ccc(OC)c(OC)c3)no2)cc1
11%	CC1Cc2nc(SCC(=O)N3CCCC3)n(-c3ccccc3)c(=O)c2S1 (stereo not drawn)
19%	O=C(CSc1nnnn1-c1cccnc1)Nc1cccc(Cl)c1
35%	CN(Cc1n[nH]c2c1CCCC2)C(=O)c1ccc(CCC(C)(C)O)cc1
11%	O=C(O)/C=C/C(=O)NCCN1CCOCC1
0%	O=C(COc1cccc(F)c1)Nc1ccc(-n2cnnn2)cc1
10%[86.2 µM]	COc1ccc(C(=O)N2CCOCC3(CN(Cc4ccccc4)C3)C2)cc1
-28%	CCCc1nn2c(=O)cc(COC(=O)c3ccccc3NC(=O)COc3ccccc3F)nc2s1

2 entries drawn at random from the list so far, as already listed:
KDM5B inh	SMILES
10%[86.2 µM]	COc1ccc(C(=O)N2CCOCC3(CN(Cc4ccccc4)C3)C2)cc1
11%	CC1Cc2nc(SCC(=O)N3CCCC3)n(-c3ccccc3)c(=O)c2S1 (stereo not drawn)

The list goes on.
KDM5B inh	SMILES
17%	CCc1ccc(-c2noc(CSc3ccc(S(=O)(=O)N4CCCCCC4)cn3)n2)cc1
-8%	Cc1cccc(C(=O)N2C(C(=O)NCc3ccco3)COC23CCN(C(=O)CC(C)(C)C)CC3)c1 (stereo not drawn)
16%	COc1cccc(C(=O)N2CCN(c3cc(-c4ccc(Cl)cc4)[nH]n3)CC2)c1OC
-9%	CCOC(=O)c1[nH]c2ccccc2c1NC(=O)CCN1CCC(C(N)=O)CC1
2%	CC(=O)N1CCN(C(=O)Cn2ccc3c(Cl)cccc32)CC1
17%	Cc1cccc(C(=O)NC(Nc2ccccc2C)C(Cl)(Cl)Cl)c1 (stereo not drawn)
8%	Cc1cc(C)c2[nH]c(C(=O)N3CCCC3c3nc4ccccc4[nH]3)c(C)c2c1 (stereo not drawn)
?	O=C(NNC(=O)c1cc2ccccc2cc1O)Nc1ccc(Br)cc1
?	COc1ccc(-c2nc(C)c(CCNS(=O)(=O)c3cc(C)c(C)cc3C)s2)cc1
-17%	Cc1cc(C)n(Cc2cc(C(=O)N3CCSCC3)n[nH]2)n1
21%[149 µM]	O=C(c1ccc(Cl)cc1)N1CCC(N2CCNC2=O)CC1
25%	CC(C)C(NC(=O)Nc1ccc(F)cc1)C(=O)N(C)C (stereo not drawn)
?	CC(=O)N1CCN(C(=O)c2cc(-c3cccs3)nc3ccccc23)CC1
3%	CCc1ccc(C(=O)C(C)OC(=O)c2ccc(OCC(N)=O)cc2)cc1 (stereo not drawn)
16%	CCc1nc(-c2c3n(c(=O)n(Cc4cccc(OC)c4)c2=O)CCCC3)no1
-3%	O=c1oc2ccc(Cl)cc2cc1-c1csc(Nc2c(F)cccc2F)n1
?	O=C1COc2ccc(-c3cc(-c4ccccc4)c4c(n3)-c3ccccc3OC4)cc2N1
-3%	CN1CCN(CCNC(=O)CC2CCN(C(=O)c3cc4ccccc4[nH]3)CC2)CC1
18%	O=C(c1cc2cc(Br)ccc2o1)c1ccccc1F
7%	CCOc1ccc(-n2c(SCC(=O)NC3CCCCC3)nc3c([nH]c4ccccc43)c2=O)cc1

(continued)
KDM5B inh	SMILES
-11%	COc1ccc(C(=O)Nc2cc3cc(Cl)ccc3oc2=O)cc1OC
?	CC(=O)c1ccc(N2CCN(C(=O)c3nnn4c3COC(c3ccc(F)cc3)C4)CC2)cc1 (stereo not drawn)
5%	CC(=O)c1ccc(NC(=O)CSc2nnc3ccc(-c4ccc(Cl)cc4)nn23)cc1
-9%	CCOc1ccc(NC(=O)c2nn(CC)c(=O)c3ccccc23)cc1OCC
-2%	COC(=O)CCn1c(SC(C)C(=O)c2ccc(F)cc2)nc2ccccc2c1=O (stereo not drawn)
19%	O=S(=O)(NCc1ccnc(N2CCN(c3ccc(F)cc3)CC2)c1)N1CCCCC1
8%	O=C(OCc1ccccc1)N1CCC2(C1)C(=NC1CCCC1)NC(=O)N2c1cccnc1 (stereo not drawn)
-6%	O=C(NCc1ccc(F)cc1)N1CCC(c2noc(-c3ccncc3)n2)C1 (stereo not drawn)
?	COc1ccc(N2CCN(C(=O)CS(=O)(=O)c3cccc4nsnc34)CC2)cc1
?	CC(C)CN1CCN(C(=O)[C@@H]2CN(S(C)(=O)=O)C[C@H]2c2ccncc2)CC1
?	Cc1nc2sccn2c(=O)c1S(=O)(=O)Nc1ccc(N2CCN(S(C)(=O)=O)CC2)cc1
1%	CCCCOCCCNC(=O)Cn1nc(C)c2ccccc2c1=O
11%	COc1ccc(C(=O)N2CCN(c3cc(-c4ccc(F)cc4)[nH]n3)CC2)cc1
-13%	C[N+]1(CC#Cc2ccccc2)CCC(c2ccccc2)(c2ccccc2)CC1
-29%	Cc1cccc(OCC(=O)N2CCC(n3cc(-c4nc(-c5ccccc5)no4)nn3)C2)c1 (stereo not drawn)
?	Nc1nc(Nc2ccc(Cl)cc2)nc(-c2cc3ccccc3o2)n1
3%	CCOc1ccccc1CN1CCc2n[nH]c(=O)n2CC1
24%	O=[N+]([O-])c1cc(S(=O)(=O)Nc2ccccc2)ccc1N/N=C/c1cn(-c2ccccc2)nc1-c1ccccc1
-6%	CCOC(=O)c1c(C)sc(-c2c(-c3ccc4c(c3)OCCO4)[nH]c3c2c(=O)n(C)c(=O)n3C)c1O
-6%	COc1ccc(NC(=O)c2cc(C3CC3)nc3c2c(C)nn3-c2ccc(C)cc2)cc1OC

5 of the entries above in order of the KDM5B inh value, lowest first.
molecule	KDM5B inh
CCOc1ccc(NC(=O)c2nn(CC)c(=O)c3ccccc23)cc1OCC	-9%
COc1ccc(NC(=O)c2cc(C3CC3)nc3c2c(C)nn3-c2ccc(C)cc2)cc1OC	-6%
CCOc1ccccc1CN1CCc2n[nH]c(=O)n2CC1	3%
CC(=O)c1ccc(NC(=O)CSc2nnc3ccc(-c4ccc(Cl)cc4)nn23)cc1	5%
COc1ccc(C(=O)N2CCN(c3cc(-c4ccc(F)cc4)[nH]n3)CC2)cc1	11%

(continued)
KDM5B inh	SMILES
8%	Cc1ccc(C(=O)c2cc3ccccc3o2)c(C)c1
35µM*	Cn1c(C(=O)N2CCN(c3ccccn3)CC2)nc2nc(-c3ccccc3)c(Cl)cc21
24%	Cc1ccc(OCC(=O)NCCC2CCN(C(=O)Nc3ccc(F)cc3)CC2)cc1
-30%	Cc1ccccc1C1C2=C(CC(C)(C)CC2=O)Nc2nc(N)[nH]c(=O)c21 (stereo not drawn)
-3%	CCCC(C)NC(=O)c1c(C)c(-c2cccc(Cl)c2)nc2ccccc12 (stereo not drawn)
4%	Cn1c2ccc(F)cc2c2nnc(NN)nc21
22%[115 µM]	O=C(c1ccc2c(c1)OCO2)N1CCC(N2Cc3ccccc3C2=O)CC1
?	COCCNC(=O)c1ccc(N2CC3CC(C2)[C@H]2CCCC(=O)N2C3)nc1 (stereo partly drawn)
7%	COc1ccc(CNC(=O)Cc2c(C(=O)O)c(C)cn2C)cc1
-14%	CN1CCN(C(=O)c2ccc(N3CC4CC(C3)[C@H]3CCCC(=O)N3C4)nc2)CC1 (stereo partly drawn)
?	Cn1cnc(C(=O)N2CCC(OC3CCN(S(C)(=O)=O)CC3)CC2)c1
-22%	COc1cc(OC)c(NC(=O)N2CCc3cc(S(=O)(=O)N4CCC(C)CC4)ccc32)cc1Cl
?	O=C(O)CCn1c(=O)c2cccn2c2cccnc21
?	Fc1ccc(C(Nc2ccc(Cl)c(C(F)(F)F)c2)c2nnc(-c3ccccc3)o2)cc1 (stereo not drawn)
-21%	Cc1cccc(-c2noc(C(C)Oc3ccc(Br)cc3)n2)c1 (stereo not drawn)
20%	O=C(CCC(=O)c1cccs1)OC1CCOC1=O (stereo not drawn)
4%	COc1ccc2cc(C(=O)N(C)Cc3ccccc3)[nH]c2c1
-4%	O=C(c1cccc(OC(F)F)c1)N1CC[C@H](N2CCOCC2)[C@H](CCCO)C1
-13%	Cc1nc2cccnc2n1CC1CCCN(S(=O)(=O)Cc2ccccc2Cl)C1 (stereo not drawn)
-11%	COc1ccc(C(=O)N2CCC3(CC2)OC(=O)N(Cc2ccccc2)C3(C)c2cccnc2)cc1 (stereo not drawn)

Filtered by structure, the compounds so far with a thiophene ring, fused or not.
KDM5B inh	SMILES
-27%	CCCN(Cc1cccs1)C(=O)Nc1cc(C)cc(C)c1
?	CC(=O)N1CCN(C(=O)c2cc(-c3cccs3)nc3ccccc23)CC1
-6%	CCOC(=O)c1c(C)sc(-c2c(-c3ccc4c(c3)OCCO4)[nH]c3c2c(=O)n(C)c(=O)n3C)c1O
20%	O=C(CCC(=O)c1cccs1)OC1CCOC1=O (stereo not drawn)

Remaining list, next part.
KDM5B inh	SMILES
-3%	Cc1ccc(CNC(=O)CN(c2cc(C)cc(C)c2)S(=O)(=O)c2c(C)[nH]c(=O)[nH]c2=O)cc1
i	O=C1c2cc(N3CCOCC3)nc(-c3ccc(CO)cc3)c2CN1Cc1ccccc1
-5%	CCCNC(=O)N1CCCN(C(=O)C2CC2)C(c2ccccc2)CC(=O)NCC1 (stereo not drawn)
13%	COCC(=O)N1CCCC(C(=O)NCc2nncn2C2CCCCC2)C1 (stereo not drawn)
-17%	Cc1ccc(S(=O)(=O)CC(=O)Nc2sc3c(c2C(N)=O)CCCC3)cc1
-9%	COCCn1c(SCC(=O)c2c[nH]c3ccccc23)nc2cc(C(=O)NCC(C)C)ccc2c1=O
-1%[115 µM]	COc1ccc(C(=O)N2CCC3(CC(c4cccc(C(F)(F)F)c4)=NO3)C2)cc1 (stereo not drawn)
3%	O=C(NCCc1noc(-c2ccccc2)n1)C1CCCC1
0%	COC(=O)c1cnn(-c2ccccc2)c1/C=N/NC(=S)Nc1ccc(Cl)cc1
27%	Cc1ccc(S(=O)(=O)CCC(=O)OCC(=O)N2CCc3ccccc32)cc1
23%	O=C(Nc1ccc2c(c1)C(=O)OC2)c1ccccc1Cl
17%	O=C(NCCc1ccc(C(F)(F)F)cc1)c1cccc2ncccc12
25%	Cn1c(CC(=O)Nc2ccc(Cl)cc2)nnc1SCC(=O)N1CCOCC1
?	Cc1ccc(C(=O)Nc2ccc3oc(-c4cccnc4)nc3c2)c(Cl)c1
-16%	CC(=O)N1CCN(c2ccccc2NC(=O)C2(c3ccc(Br)cc3)CCCC2)CC1
-8%	CCC1(CC)NC(=O)N(CC(=O)OCC(=O)Nc2cc(OC)ccc2OC)C1=O
?	Cc1ccsc1CN1CCCCC12Cc1ccccc1CNC2=O (stereo not drawn)
26%	COc1ccc(-n2c(SCC(=O)N3CCCc4ccccc43)nc3c([nH]c4ccccc43)c2=O)cc1
-8%	CCn1ccc(C(=O)N2CCC3(CC2)CCC3(O)CC)n1 (stereo not drawn)
-12%	O=C(CSc1nc2cc(Cl)ccc2s1)N1c2ccccc2Sc2ccc(C(F)(F)F)cc21

Carrying on.
KDM5B inh	SMILES
25%	O=C(NNC(=O)C1CCCCC1)c1c[nH]c2ccccc12
?	CN(Cc1cnccn1)c1ccc(-c2nc(CCCc3ccccc3)no2)cn1
14%	C/C(=N/O)c1ccccc1O
-22%	Cc1ccc(C2Cn3nnc(-c4noc(-c5ccccc5)n4)c3CO2)cc1 (stereo not drawn)
-13%	Cc1cc2c(c(=O)o1)C(c1ccco1)C(C#N)=C(N)O2 (stereo not drawn)
-17%	O=C(CSc1nnc(-c2ccncc2)n1Cc1ccccc1)Nc1ccccc1C(=O)NC1CC1
12%	CONC(=O)CSCC(=O)Nc1cccc(C)c1
?	COc1ccccc1OCC(=O)Sc1ccc(Cl)cc1
?	COCCNC(=O)c1ccc2c(c1)N(C)C(CC(=O)N1CCCCC1)CO2 (stereo not drawn)
32%	CCN(C(=O)CSc1nnc(-c2ccccc2F)n1N)c1c(N)n(Cc2ccccc2)c(=O)[nH]c1=O
6%	O=C1CCCN1CCCN1C(=O)[C@H]2CN(Cc3ccc(Cl)cc3)C[C@H]2C1=O
17%	CS(=O)(=O)c1ccc(F)c(NCc2ccccc2F)c1
-2%	Cn1nc(-c2ccccc2)c(-c2ccccc2)c(C(=O)Nc2ccccc2C(N)=O)c1=O
?	CC(C)N1CCc2nc(SCC(=O)Nc3cccc(F)c3)[nH]c(=O)c2C1
20%	CCN1C(SCc2ccccc2C)=NS(=O)(=O)c2ccccc21
18%	COc1ccc(N2CCC(NC(=O)c3ccc4nc[nH]c4c3)C2=O)cc1 (stereo not drawn)

Assay outcomes deposited in PubChem by National Center for Advancing Translational Sciences (NCATS).
